# Compound activity (PubChem BioAssay)
# hgDAF12 agonist: activates the H. glycines DAF-12 receptor ligand-binding domain; HEK293 GAL4-hgDAF12 UAS-luciferase reporter, agonist luminescence; normalized to butyrate control; activation, % at 6.8 µM; actives 1.8% (n = 370,000); AID 687014;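 active = activation above a cutoff set at the mean of all screened compounds plus 3 SD, cut at about 10% in these data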;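 note: 0% = DMSO wells and 100% = sodium butyrate wells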
# DAX1 inh-1: NR0B1 (DAX1) inhibition | inhibition, % at 6.75 µM | AID 504766 | HEK293 Gal4-DAX1 luciferase reporter, luminescence | P51843 | actives 0.99% (n = 340,000);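 active = inhibition above the mean over all tested compounds plus 3 SD, cut at about 4.2% in these data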;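 note: 0% = DAX1-transfected cells with DMSO and 100% = empty-vector control cells with DMSO; inhibition shows as a rise in luminescence from relieved DAX1 repression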
# ssDAF-12 act: activates DAF-12 receptor from parasite S. stercoralis; HEK293 ssDAF-12/GRIP1 lit1-tk-luc reporter, luminescence; % of 3 µM dafachronic acid response; activation, % at 6.8 µM; actives 1% (n = 370,000); AID 652126;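 active = activation above the mean over all tested compounds plus 3 SD, cut at about 0.9% in these data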;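 note: 0% = DMSO-only wells and 100% = 3 µM delta7-dafachronic acid wells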
# GAA850 FXN act: activators of GAA850 frataxin (FXN) promoter | HEK293 lucGAA850 FXN promoter luciferase reporter, 24 h; percent of 10 µM SAHA response | activation, % at 6 µM | actives 0.56% (n = 360,000);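 active = activation above the average of all compounds screened plus 3 SD, cutoff fixed separately per campaign, cut at about 7.5% in these data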;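 note: 0% = DMSO wells and 100% = 10 µM SAHA wells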
# PLCb3 inh: inhibitors of human phospholipase C beta3; Purified PLC-beta3, fluorogenic substrate, fluorescence; inhibition, % at 12.2 µM; actives 0.18% (n = 370,000); AID 720704; in the data active = inhibition above about 11%;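 note: 0% = median of compound wells on plate and 100% = full blocker control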
# ADAM10 inh: inhibits human ADAM10. O14672. recombinant ADAM10, EDANS/DABCYL FRET peptide cleavage, 3 h. inhibition, % at 7 µM. actives 0.62% (n = 370,000);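 active = inhibition above a per-campaign cutoff equal to the mean of compounds falling between control-based bounds plus 3 SD, cut at about 20% in these data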;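 note: 0% = DMSO wells while the 100% control is not disclosed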
# hcDAF12 agonist: H. contortus DAF-12 activation, primary screen; activation, % at 6.8 µM; HEK293 hcDAF-12 lit1-tk-luc reporter, luminescence; 0% DMSO, 100% Δ7-dafachronic acid; actives 1.4% (n = 370,000);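 active = activation above the mean of all tested compounds plus 3 SD, cut at about 5.5% in these data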;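 note: 100% = response to 3 µM Δ7-dafachronic acid high control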
# DAX1 inh-2: DAX1 (NR0B1) inhibition, primary screen; inhibition, % at 6.8 µM; HEK293T StAR-luciferase reporter, SF-1/DAX-1 repression relief; AID 652010; actives 1.1% (n = 370,000);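 active = inhibition above the mean over all tested compounds plus 3 SD, cut at about 3.6% in these data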;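 note: 0% = DAX-1 cells with DMSO and 100% = cells lacking DAX-1 with DMSO; higher inhibition means more luminescence from relief of DAX-1 repression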
# ADAM17 inh: inhibitors of human ADAM17 | recombinant ADAM17, EDANS/DABCYL FRET peptide cleavage | inhibition, % at 6.95 µM | actives 0.83% (n = 370,000);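 active = inhibition above the mean of compounds lying between control limits plus 3 SD, set per campaign, cut at about 8.5% in these data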;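 note: 0% = DMSO-only wells as the low control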
# HGIII-sPLA2 inh: Blocks human group III sPLA2 activity; inhibition, % at 12.2 µM; actives 0.56% (n = 370,000); Q9NZ20; QFRET BODIPY PC-A2 liposome hydrolysis, fluorescence;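 active = inhibition above mean plus 3 SD of compounds lying within the high and low control bounds, cut at about 19% in these data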;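 note: 0% = median of test compound wells and 100% = no enzyme DMSO wells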
# PLC-gamma1 inh: blocks human PLC-gamma1 enzyme activity | P19174 | purified PLC-gamma1, fluorogenic substrate, fluorescence | inhibition, % at 12.2 µM | actives 0.84% (n = 370,000) | AID 720700; in the data active = inhibition above about 9.5%
# Target sequence (P19174 whole entry, looked up): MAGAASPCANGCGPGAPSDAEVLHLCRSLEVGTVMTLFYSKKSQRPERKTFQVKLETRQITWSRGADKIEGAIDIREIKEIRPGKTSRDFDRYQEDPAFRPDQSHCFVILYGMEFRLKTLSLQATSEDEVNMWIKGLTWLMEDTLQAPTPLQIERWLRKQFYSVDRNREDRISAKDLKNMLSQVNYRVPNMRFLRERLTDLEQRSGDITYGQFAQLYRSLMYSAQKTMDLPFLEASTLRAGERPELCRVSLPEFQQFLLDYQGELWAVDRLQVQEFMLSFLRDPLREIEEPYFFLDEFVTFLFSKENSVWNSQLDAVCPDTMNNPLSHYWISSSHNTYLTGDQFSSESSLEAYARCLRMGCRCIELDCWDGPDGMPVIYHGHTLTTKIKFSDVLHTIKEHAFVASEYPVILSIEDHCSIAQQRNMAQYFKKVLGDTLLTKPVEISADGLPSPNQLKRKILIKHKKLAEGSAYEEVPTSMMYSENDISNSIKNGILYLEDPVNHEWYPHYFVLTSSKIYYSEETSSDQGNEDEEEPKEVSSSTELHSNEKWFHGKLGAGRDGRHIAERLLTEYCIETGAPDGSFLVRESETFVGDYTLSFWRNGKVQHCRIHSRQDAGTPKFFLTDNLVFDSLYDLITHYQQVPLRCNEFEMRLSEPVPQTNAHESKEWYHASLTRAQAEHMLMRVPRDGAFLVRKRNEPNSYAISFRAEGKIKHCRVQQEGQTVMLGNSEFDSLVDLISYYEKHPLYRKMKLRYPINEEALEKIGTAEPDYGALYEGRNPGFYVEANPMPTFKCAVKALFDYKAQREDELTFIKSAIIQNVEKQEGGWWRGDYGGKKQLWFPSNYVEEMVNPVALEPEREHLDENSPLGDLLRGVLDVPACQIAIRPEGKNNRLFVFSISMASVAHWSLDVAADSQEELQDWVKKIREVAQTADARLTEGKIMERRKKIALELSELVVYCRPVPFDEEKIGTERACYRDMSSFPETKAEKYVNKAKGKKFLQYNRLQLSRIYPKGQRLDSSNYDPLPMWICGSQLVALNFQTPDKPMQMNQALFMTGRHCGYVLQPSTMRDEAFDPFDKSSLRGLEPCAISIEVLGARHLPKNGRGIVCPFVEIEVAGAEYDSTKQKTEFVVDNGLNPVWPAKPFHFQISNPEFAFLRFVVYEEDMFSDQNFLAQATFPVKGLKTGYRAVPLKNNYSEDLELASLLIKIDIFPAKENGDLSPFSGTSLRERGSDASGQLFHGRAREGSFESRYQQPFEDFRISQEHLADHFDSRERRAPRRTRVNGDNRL
# Active calls of the source: *; i = inactive; / = no result given.
SMILES,hgDAF12 agonist,DAX1 inh-1,ssDAF-12 act,GAA850 FXN act,PLCb3 inh,ADAM10 inh,hcDAF12 agonist,DAX1 inh-2,ADAM17 inh,HGIII-sPLA2 inh,PLC-gamma1 inh
CSC(=S)N/N=C(\C)c1ccccc1,1.4,-1.4,-0.3,3.0,0.7,-0.5,0.4,0.0,-0.7,-2.5,-3.2
CCC1(CC)Cc2ccccc2C(Nc2c(C)n(C)n(-c3ccccc3)c2=O)=N1,-1.5,-0.2,-0.6,0.8,0.4,-5.3,0.8,0.3,-4.4,10.9,0.3
O=C(NCCc1cccs1)Nc1nnc([C@H]2C[C@H](O)[C@@H](CO)O2)s1,1.1,/,0.0,1.2,-1.5,-2.9,-0.8,2.4,2.4,-1.4,11.0*
CC(C)(C)c1ccc(O)c(/C=N\O)c1,2.4,1.7,-0.7,3.7,-5.7,8.7,0.1,0.4,2.0,-73.3,-3.7
CCOc1cccc(N2C(=O)CC(N3CCN(c4ccc(S(=O)(=O)CC)cc4)CC3)C2=O)c1 (stereo unspecified),-0.2,-0.7,-0.5,-0.3,2.4,-3.8,-0.6,0.6,-4.8,-9.6,-3.3
O=C(Nc1nc2ccccc2c(=O)s1)c1ccc(F)cc1Cl,-0.1,0.8,-0.9,1.9,-5.2,-4.7,-1.3,0.2,-1.9,5.1,2.6
CCn1c2ccccc2c2cc(/C(C)=N/O)ccc21,-1.5,0.7,-1.4,3.8,-138.4,-16.7,-3.0,-0.2,-9.6,-3.0,-102.8
c1ccc(CCN2CN(CCCN3CCOCC3)c3nc4ccccc4n3C2)cc1,2.9,2.2,-0.9,2.5,0.2,-2.0,0.6,2.2,-1.3,4.4,-0.3
CC(CCc1ccccc1)NC(=O)CCC1CCCC1 (stereo unspecified),-2.2,/,-0.3,-1.1,-2.6,0.0,-1.2,-0.3,-0.5,-4.2,1.5
O=c1cc(CO)occ1OCc1c(F)cccc1Cl,-1.5,-0.8,-1.6,-1.6,-6.5,-7.5,-1.5,0.1,-4.7,-2.0,-0.5
NS(=O)(=O)c1cccc(C(=O)N2CCCc3ccccc32)c1,-5.0,1.0,-1.1,-0.7,3.5,4.6,-1.6,0.6,0.5,-3.7,5.1
CC1=C(C(=O)N(C)C)CC(CC(=O)NCCN2CCOCC2)C(=O)N1CCCN1CCCC1=O (stereo unspecified),0.7,/,-1.2,/,0.3,-9.7,-1.7,-0.7,-4.8,3.2,1.4
O=C(Nc1cccc(F)c1)c1ccc(-c2ccccc2C(F)(F)F)o1,0.2,/,-1.6,/,-21.1,14.8,-1.0,-0.3,6.6,-14.3,-8.4
COc1ccc(C(=O)Nc2ccc3ncccc3c2)cc1,8.6,-1.9,0.5,-0.5,-5.1,8.9,5.1,2.8,2.0,-4.2,1.5
CC1=C/C(=N\S(=O)(=O)c2ccccc2)C(C(C)C)=CC1=O,0.1,0.1,-1.1,0.1,-3.8,4.6,-0.4,-0.9,2.6,-8.7,-4.7
CC(=O)NC(Cc1ccccc1)C(=O)N1CCN(C(=O)c2cccs2)CC1 (stereo unspecified),-0.5,-0.5,-0.7,3.3,1.8,4.5,-1.0,1.5,5.5,3.7,4.3
CC1CCCC(C)N1C(=O)/C=C/c1ccc(S(=O)(=O)N2CCOCC2)cc1 (stereo unspecified),-2.9,1.3,-1.2,1.6,-1.5,1.5,-1.1,-0.4,1.0,-2.3,3.7
O=C(NCc1nc2ccccc2[nH]1)c1cccc(S(=O)(=O)N2CCCC2)c1,-3.4,-0.2,-1.1,2.3,0.9,6.9,-1.4,-1.2,1.2,4.0,1.4
O=C(Nc1ccc2nc(-c3ccc4nc[nH]c4c3)[nH]c2c1)c1cccs1,1.1,0.1,-1.0,-0.1,-84.7,-23.1,-1.2,0.2,-4.3,-6.9,-61.0
CCn1ncc([N+](=O)[O-])c1C(=O)Nc1nc2cccc(C)c2s1,1.4,-1.8,-1.0,1.4,1.1,1.4,0.9,0.3,2.8,-3.8,2.1

# Some of the entries above in a different format.
structure	hgDAF12 agonist	DAX1 inh-1	ssDAF-12 act	GAA850 FXN act	PLCb3 inh	ADAM10 inh	hcDAF12 agonist	DAX1 inh-2	ADAM17 inh	HGIII-sPLA2 inh	PLC-gamma1 inh
CC1=C(C(=O)N(C)C)CC(CC(=O)NCCN2CCOCC2)C(=O)N1CCCN1CCCC1=O (stereo unspecified)	0.7	/	-1.2	/	0.3	-9.7	-1.7	-0.7	-4.8	3.2	1.4
CC1CCCC(C)N1C(=O)/C=C/c1ccc(S(=O)(=O)N2CCOCC2)cc1 (stereo unspecified)	-2.9	1.3	-1.2	1.6	-1.5	1.5	-1.1	-0.4	1.0	-2.3	3.7

# The list continues.
SMILES,hgDAF12 agonist,DAX1 inh-1,ssDAF-12 act,GAA850 FXN act,PLCb3 inh,ADAM10 inh,hcDAF12 agonist,DAX1 inh-2,ADAM17 inh,HGIII-sPLA2 inh,PLC-gamma1 inh
Cc1cccc(C)c1NC(=O)c1ccc(N2CCCC2=O)cc1,5.1,1.9,-1.4,1.9,-3.9,-3.4,-1.0,1.5,-2.4,2.6,-4.9
CCOc1ccc2[nH]c(=O)c(CN(CC3COCCO3)C(=O)C3CC3)cc2c1 (stereo unspecified),1.5,0.5,-0.8,1.9,-7.3,-64.4,-2.0,0.3,-18.9,-2.6,-3.8
O=C(O)CCC(=O)Nc1ccccc1C(=O)NCc1ccccc1,0.3,0.4,-0.3,-0.1,-6.5,-34.6,-2.6,-0.2,-13.6,0.9,-2.4
COc1cc(C2NC(=O)c3ccccc3O2)cc(OC)c1OC (stereo unspecified),0.6,0.1,-0.2,0.9,-6.0,-42.8,-1.3,0.2,-14.7,3.6,-7.4
CC(=O)N=c1sc(S(N)(=O)=O)nn1C,-0.9,-0.2,-1.7,0.6,1.7,1.6,0.3,1.2,-3.5,2.3,0.9
CC(=O)c1ccc(N2CCN(c3ccc(C(N)=O)cc3[N+](=O)[O-])CC2)cc1,-0.3,1.3,-1.3,-1.1,5.5,4.0,-1.2,0.4,-1.4,0.1,1.7
CC(C)NC(=O)c1ccccc1S(=O)(=O)c1ccccc1C#N,-1.4,0.6,-1.1,-0.1,-1.5,-2.2,-1.2,-0.8,-0.6,12.1,3.5
Cc1ccc(NC(=O)Cn2cc3c(n2)CCC(C)C3)cc1 (stereo unspecified),1.5,1.0,-1.3,1.6,2.8,-2.2,0.0,0.1,1.1,-4.6,2.6
CCOC(=O)c1ccc(NC(=O)COc2ccccc2OC)cc1,2.3,0.3,-1.4,0.0,1.1,7.1,-1.5,-0.1,-3.3,-5.6,-0.6
CC(C)(C)C(=O)C(CO)(Oc1ccc(Cl)cc1)n1cncn1 (stereo unspecified),-0.3,-1.8,-1.3,-5.2,2.6,-1.5,-2.1,0.0,-2.7,4.5,0.9
CCOC(=O)C1(Cc2ccc(OC)cc2)CCN(C(=O)CCc2cnccn2)CC1,0.2,0.8,-1.2,1.5,-6.8,2.8,-0.8,0.3,-5.4,-3.8,-2.0
CCCCOC(=O)NC1CCc2cc(OC)c(OC)c(OC)c2-c2ccc(SC)c(=O)cc21 (stereo unspecified),-2.5,-1.1,-0.9,-3.0,1.2,8.2,1.3,1.8,-0.6,-7.5,-1.4
Cc1ccc(NC(=O)Cc2nnc(SCC(=O)c3ccc(Br)cc3)n2C)cc1Cl,-0.2,/,-0.7,/,5.5,-3.3,0.3,0.2,-3.2,3.2,-1.4
CCOC(=O)N1CCC(N2Cc3cccc(C(=O)NCc4ccc5c(c4)OCO5)c3C2=O)CC1,0.6,-0.3,-1.4,0.3,-19.3,1.0,-0.2,0.0,-7.0,2.7,-2.6
Cc1ccc2nc(NCc3ccccc3)c(C=O)c(=O)n2c1,1.6,0.9,-0.8,1.5,-4.1,-39.4,1.3,-0.6,-11.1,9.7,-0.7
CCNC(=O)/C(C#N)=C/c1c(N2CCCCCC2)nc2ccccn2c1=O,-2.1,3.7,-1.3,1.7,-167.2,i,0.6,-0.5,-218.9,11.0,-120.8
COC(=O)c1ccc2nc(-c3ccccc3)c(Cc3ccccc3)n2c1,6.5,/,-0.6,/,-62.8,-64.3,0.0,3.1,-17.5,-2.4,-43.0
O=C(N/N=C/c1ccc(OCc2ccccc2)cc1)c1cc[n+](Cc2ccccc2)cc1,10.2,0.4,-1.1,0.2,-2.9,3.2,-0.9,0.5,-2.7,17.8,0.6
Nc1nc(-c2ccc(Cl)cc2)cn1N,-2.4,0.7,-1.3,-0.3,-15.8,1.6,0.5,-0.1,-1.5,-9.3,-16.6
O=C(Cc1ccc(Cl)cc1)NC1CCCCCC1,4.8,0.8,-0.8,2.0,3.7,9.2,-0.8,0.0,3.3,3.0,3.7

# Profiles from above. Order of screens: hgDAF12 agonist	DAX1 inh-1	ssDAF-12 act	GAA850 FXN act	PLCb3 inh	ADAM10 inh	hcDAF12 agonist	DAX1 inh-2	ADAM17 inh	HGIII-sPLA2 inh	PLC-gamma1 inh
# Cc1cccc(C)c1NC(=O)c1ccc(N2CCCC2=O)cc1 in the list: 5.1	1.9	-1.4	1.9	-3.9	-3.4	-1.0	1.5	-2.4	2.6	-4.9
# CCOc1cccc(N2C(=O)CC(N3CCN(c4ccc(S(=O)(=O)CC)cc4)CC3)C2=O)c1 (stereo unspecified) in the list: -0.2	-0.7	-0.5	-0.3	2.4	-3.8	-0.6	0.6	-4.8	-9.6	-3.3

# (continued)
SMILES,hgDAF12 agonist,DAX1 inh-1,ssDAF-12 act,GAA850 FXN act,PLCb3 inh,ADAM10 inh,hcDAF12 agonist,DAX1 inh-2,ADAM17 inh,HGIII-sPLA2 inh,PLC-gamma1 inh
Cc1cc(-c2ccc(C)c(S(=O)(=O)NCCC(C)N3CCCCCC3)c2)on1 (stereo unspecified),2.1,0.3,-0.3,-0.6,2.9,1.5,-2.1,-1.1,0.2,1.1,3.6
O=C(N/N=C/c1cccc(C(F)(F)F)c1)c1ccccc1O,4.7,0.0,-0.8,3.1,-38.4,-3.1,2.6,1.7,-3.5,-10.6,-18.8
Cc1[nH]nc(SCC(=O)NCc2ccc(F)cc2)c1[N+](=O)[O-],-2.1,0.9,-1.1,-3.6,3.4,0.7,2.4,-0.5,-0.1,-20.5,1.4
COc1cc(Cl)c([C@@H]2C[C@H]3CN(c4ccccc4)C(=O)[C@]34CCCN24)cc1OC,0.5,-0.7,-1.6,2.8,-2.2,0.6,-2.2,0.0,-0.7,4.0,-0.8
COc1ccc(CNC(=O)C2CC(c3cc(C(F)(F)F)cc(C(F)(F)F)c3)=NO2)cc1 (stereo unspecified),1.1,-0.2,-1.0,0.8,5.0,4.5,-0.8,-0.8,3.9,0.9,4.7
O=C(COC(=O)COc1ccc(Cl)cc1)NCCCc1ccccc1,0.5,-0.8,-1.4,0.7,-6.1,-8.2,-1.1,-0.5,-3.2,-4.8,-1.6
O=C(NC(=S)N1CCc2ccccc21)c1ccco1,4.1,1.8,0.1,0.1,-0.9,2.2,0.9,-0.1,-1.2,8.3,0.8
